From PubChem BioAssay
RGS7-Gao: modulates binding of RGS7 to human Galphao. AID 1439. binding response (% of control), % at 10 µM. 0.35% of 220,000 active. Multiplexed bead flow cytometry; actives lie on both sides. P09471; in the data active means binding response below about 49% or above about 150%; inconclusive means no clear call, values can overlap the other calls; inactive means in between;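 further: fluorescent Galphao held in activated GDP-AlF4 state binding bead-coupled RGS7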
Bim-Bcl-2: inhibitors of Bim-Bcl-2 interaction, human. Bead-based flow cytometry, Bim peptide-Bcl-2 binding. 0.06% of 190,000 active. inhibition, % at 10 µM; in the data active means inhibition above about 40%; inconclusive means no clear call, values can overlap the other calls;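 further: 0% = no compound wells with probe peptide and 100% = reference peptide inhibitor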
Target sequence (P10415 whole entry, looked up): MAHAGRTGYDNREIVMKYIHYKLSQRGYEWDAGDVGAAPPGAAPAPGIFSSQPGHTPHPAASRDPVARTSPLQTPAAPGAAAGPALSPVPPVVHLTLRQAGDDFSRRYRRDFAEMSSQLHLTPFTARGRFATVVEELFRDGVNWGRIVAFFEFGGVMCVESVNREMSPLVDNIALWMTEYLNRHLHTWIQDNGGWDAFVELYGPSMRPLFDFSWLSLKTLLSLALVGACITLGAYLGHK
Bim-Bfl-1: disrupts Bim binding to human Bfl-1; Q16548; Bead-based flow cytometry, Bim-Bfl-1 binding inhibition; inhibition, % at 10 µM; 0.12% of 190,000 active; AID 1008;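 further: 0% = wells without compound plus tracer and 100% = blocker peptide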
Avidin bead fluor: compound fluoresces at 488/530 nm on avidin beads; compound fluorescence 488/530 nm, flow cytometry; hits give high values; fluorescence (KMESF) at 10 µM; 0.38% of 220,000 active; in the data active means fluorescence above about 47; further: inactives centre near 10
Bim-Bcl-XL: disrupts Bim peptide binding to human Bcl-XL | 0.04% of 190,000 active | inhibition, % at 10 µM | AID 1007 | Q07817 | bead flow cytometry, fluorescence
Bcl-B Bim block: human Bim-Bcl-B interaction inhibition; Q9HD36; bead-based flow cytometry, Bim peptide-Bcl-B binding; inhibition, % at 10 µM; 0.073% of 190,000 active; AID 951;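 further: 0% = tracer peptide without compound and 100% = reference inhibitor peptide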
Bcl-W Bim block: disrupts Bim peptide binding to human Bcl-W | bead-based flow cytometry | inhibition, % at 10 µM | 0.02% of 190,000 active | Q92843 | AID 952;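 further: 0% = bound tracer without compound and 100% = peptide blocker; higher means less fluorescent Bim peptide bound to Bcl-W beads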
Target sequence (Q92843 whole entry, looked up): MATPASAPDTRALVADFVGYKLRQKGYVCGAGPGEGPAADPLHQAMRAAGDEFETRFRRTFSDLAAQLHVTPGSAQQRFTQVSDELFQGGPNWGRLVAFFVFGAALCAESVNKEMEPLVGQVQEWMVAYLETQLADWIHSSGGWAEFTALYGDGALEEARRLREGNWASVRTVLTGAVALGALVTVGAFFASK
ABCB1 inh: inhibitors of human ABCB1 transporter, ABCG2 counter-screen; P08183; 0.067% of 190,000 active; inhibition, % at 6.6 µM; CCRF-Adr cells, JC-1 efflux, flow cytometry; in the data active means inhibition above about 40%;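 further: 0% = vehicle and 100% = reference inhibitor; higher value means more JC-1 retained so stronger ABCB1 efflux block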
GSH fluor: GSH bead compound fluorescence profile | GSH beads flow cytometry, compound fluorescence 488/530 nm; hits give high values | fluorescence (KMESF) at 10 µM | 0.25% of 190,000 active | AID 1776; in the data active means fluorescence above about 89;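 further: glutathione beads carrying GST-tagged Bcl family fusion proteins plus one bare bead set; values are compound well signal with DMSO vehicle wells as background; inactives centre near 16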
RGS4-Gao reg: human RGS4-Galphao interaction regulation; P09471; Multiplexed bead flow cytometry, RGS4-Galphao binding; actives lie on both sides; binding response (% of control), % at 10 µM; 0.33% of 220,000 active; in the data active means binding response below about 49% or above about 150%; inactive means in between;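 further: fluorescent Galphao activated with aluminum fluoride binding bead-coupled RGS4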
ABCG2 block: human ABCG2 inhibition, ABCB1 as counter-screen; Q9UNQ0; 0.1% of 190,000 active; inhibition, % at 6.6 µM; AID 1325; IgMXP3 cells, JC-1 efflux, flow cytometry;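 active means inhibition above 80%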;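 further: 0% = DMSO and 100% = nicardipine control wells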
Target sequence (Q9UNQ0 whole entry, looked up): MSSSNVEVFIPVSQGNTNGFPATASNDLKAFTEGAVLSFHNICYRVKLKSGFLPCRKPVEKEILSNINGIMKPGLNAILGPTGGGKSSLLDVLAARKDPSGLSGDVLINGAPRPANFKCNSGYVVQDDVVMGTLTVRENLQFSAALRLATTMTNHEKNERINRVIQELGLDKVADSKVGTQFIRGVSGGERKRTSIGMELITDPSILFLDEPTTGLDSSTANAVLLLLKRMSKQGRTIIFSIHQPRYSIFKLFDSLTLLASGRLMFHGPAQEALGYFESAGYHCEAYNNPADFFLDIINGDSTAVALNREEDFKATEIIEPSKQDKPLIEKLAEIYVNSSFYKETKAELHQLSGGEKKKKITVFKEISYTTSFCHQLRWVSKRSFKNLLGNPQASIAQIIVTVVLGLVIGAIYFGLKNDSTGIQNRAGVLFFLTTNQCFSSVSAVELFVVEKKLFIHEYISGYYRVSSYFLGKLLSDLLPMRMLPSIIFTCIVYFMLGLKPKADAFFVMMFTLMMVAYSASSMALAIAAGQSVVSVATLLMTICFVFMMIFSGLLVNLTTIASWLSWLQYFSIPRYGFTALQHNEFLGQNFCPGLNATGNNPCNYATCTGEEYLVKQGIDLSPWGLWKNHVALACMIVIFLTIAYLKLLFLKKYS
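Test system: IgMXP3 cells (ABCG2) mixed with DDAO far-red-labelled CCRF-Adr cells (ABCB1). Reagent: JC-1 transporter substrate. Compound dosing: single test compound dose, 6.6 µM final. Times: 10 min compound exposure, 25 °C. Detection: flow cytometry of retained JC-1 fluorescence. Read-out basis: efflux inhibition in percent versus controls. Controls: nicardipine and DMSO wells.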
Numbers without * were called inactive; ? = inconclusive; . = not tested or not shown. Unless noted, no stated cut-off is given here; in the data, active means inhibition above about 40%. Compounds were not picked by outcome; about 1.3% have a hit in one of these screens.

SMILES	RGS7-Gao	Bim-Bcl-2	Bim-Bfl-1	Avidin bead fluor	Bim-Bcl-XL	Bcl-B Bim block	Bcl-W Bim block	ABCB1 inh	GSH fluor	RGS4-Gao reg	ABCG2 block
O=C(c1ccc(S(=O)(=O)Cc2cc(F)ccc2F)c([N+](=O)[O-])c1)N1CCCCC1	103	-5	-3	14	-6	-6	-3	.	9	101	2
COc1cccc(OC)c1C(=O)N1CCN(Cc2ccccc2C)CC1	100	-8	-7	24	-13	-8	-5	1.1	23	100	47
CCOC(=O)c1sc(NC(=O)CSc2nnc(-c3ccc(OC)cc3)n2CCOC)nc1C	104	-13	-9	23	-9	-9	-6	0.0	15	102	0
O=C(/C=C/c1c(Cl)cccc1Cl)NCCc1ccccc1	97	4	6	10	3	-3	3	0.3	22	97	1
c1ccc(-n2cc(CNCCc3cscn3)c(-c3ccc4c(c3)OCO4)n2)cc1	107	-4	2	6	-4	0	-4	0.2	8	106	0
O=[N+]([O-])c1cc(-c2ccc(/C=N/c3nc4ccccn4c3-c3ccco3)o2)ccc1Cl	95	1	7	12	0	-2	6	2.4	13	99	32
O=C(CCc1nc2ccccc2c(=O)[nH]1)Nc1ccc(F)c([N+](=O)[O-])c1	100	-3	-4	9	-4	-2	-2	-3.9	12	102	-2
CCOc1ccccc1NC(=O)COC(=O)CC(NC(N)=O)c1ccc(Cl)cc1 (stereo unspecified)	91	-2	1	6	-2	-5	-2	0.2	17	90	1
COc1ccccc1C(=O)Nc1nc(-c2cccs2)c(NC(C)=O)s1	104	-1	-6	9	0	3	8	0.0	6	101	0
O=C(NN1C(=O)C2C3C=CC(C4CC34)C2C1=O)c1ccccc1Cl (stereo unspecified)	98	-3	-2	3	-3	-5	-3	1.1	8	103	3
Cc1ccc(-c2cc(C(F)(F)F)c(C#N)c(=O)[nH]2)cc1	100	0	0	5	-5	-2	0	1.2	12	101	20
COc1ccc(OC)c(-c2csc3nnc(SCC(=O)Nc4ccc(NC(C)=O)cc4)n23)c1	98	-11	-15	13	-5	-13	0	0.3	29	100	1
CCOC(=O)C1CCN(C(=O)Nc2ccc(NC(=O)C3CCN(C(=O)OCC)CC3)cc2)CC1	96	-5	-14	23	-4	-9	0	-0.7	21	102	1
Cn1c(=O)c(Oc2cc(Cl)cc(Cl)c2)nc2ccccc21	99	-9	-9	7	-7	-9	-1	0.7	60	101	10
COC(=O)c1ccc2c(=O)[nH]c(CSc3nc(C)cs3)nc2c1	105	-3	-9	26	-1	-5	0	-0.2	11	103	1
COc1ccc(O[C@H]2C=C[C@@H](c3ccccc3)O[C@@H]2COC(=O)CC/C(C)=N/O[C@@H](C)c2cc(-c3c(C)cc(C)cc3C)no2)cc1	101	0	0	11	-5	-6	-4	2.0	18	102	0
c1ccc(-n2nnnc2Sc2n[nH]c(-c3ccncc3)n2)cc1	102	-8	-8	9	-3	-7	-1	-2.2	38	101	-3
Cc1ccccc1NC(=S)N(CCN(C)C)C(C)c1ccccn1 (stereo unspecified)	97	-10	-15	12	-10	-7	-3	-0.8	32	100	-2
O=C(O)/C=C/C(=O)NNc1ccc([N+](=O)[O-])cc1	95	4	12	10	3	4	5	0.8	23	101	3
CC(=O)Cc1nsc(NC(=O)c2ccc(-c3ccc(Cl)cc3Cl)o2)n1	105	-4	-9	10	-2	-5	0	-0.3	13	101	-2
Cc1cc(NC(=O)c2ccc(C)c([N+](=O)[O-])c2)no1	96	-2	-4	15	0	-1	-2	0.5	10	102	6
CC(=O)C(C)Oc1ncn(-c2ccccc2)n1 (stereo unspecified)	102	-7	-8	14	-17	-6	0	1.1	37	103	1
Cc1nn(-c2ccccc2)c(C)c1N	108	.	.	18	.	.	.	0.8	12	112	2
CCN1CCN(C(=O)/C(C#N)=C/c2ccc(OC(F)F)cc2)CC1	92	-1	-1	11	2	-1	2	3.7	11	101	0
COc1ccc(CNC(=S)Nc2ccc(-c3ccccc3)cc2)cc1	105	-1	-1	10	-1	-2	-1	-0.7	19	101	2
SMILES	RGS7-Gao	Bim-Bcl-2	Bim-Bfl-1	Avidin bead fluor	Bim-Bcl-XL	Bcl-B Bim block	Bcl-W Bim block	ABCB1 inh	GSH fluor	RGS4-Gao reg	ABCG2 block
CCCS(=O)(=O)N1CCCC(C(=O)N2CCN(c3ccccn3)CC2)C1 (stereo unspecified)	102	0	-2	33	0	-4	1	0.0	13	104	0
CC(=O)Nc1cc(C(=O)N2CCc3ccccc3C2)ccc1Sc1ccc(F)cc1	95	-9	-14	10	0	-2	1	1.6	12	98	11
O=C(OCC(=O)N1CCN(c2ccccc2)CC1)c1cccc(Cl)c1	103	?	.	7	.	.	.	0.0	34	105	2
CCC1CCCCN1C(=O)COc1c(Br)cc(Br)c2cccnc12 (stereo unspecified)	100	1	-2	10	0	0	6	1.4	9	101	5
COC(=O)c1ccc(-n2c(C)cc(C(=O)CSc3ccc(NC(C)=O)cc3)c2C)cc1	104	-16	-1	18	-9	-16	0	2.0	11	102	24
CN(C(=O)c1ccc2c(c1)CCN2S(C)(=O)=O)c1ccccc1	?	-4	-5	10	0	-1	-1	0.6	11	100	2
CC(C)(C)C(=O)NCC12C=CC(O1)C1C(=O)N(c3ccccc3)C(=O)C12 (stereo unspecified)	102	-26	-13	5	-7	0	-3	0.0	22	97	0
O=C(Nc1ccc2c(c1)OCO2)C1CCN(S(=O)(=O)Cc2ccccc2)CC1	95	-8	-6	11	-2	-7	2	0.4	11	100	7
c1cnc2c(Oc3ncnc4sccc34)cccc2c1	100	-3	-4	7	-5	-2	-3	1.1	13	102	5
Cc1cc(NC(=O)CCC2CCCCC2)no1	101	1	0	9	-5	-1	-1	-0.2	18	103	-1
CC(=O)N1CCN(c2ccc(NCc3cccs3)cc2)CC1	40*	2	7	3	4	5	6	0.0	18	50*	0
COc1cc(/C=C2\SC(=O)NC2=O)ccc1Oc1cnccn1	103	2	-3	9	-2	0	0	0.7	18	104	12
CCN(CC)C(=O)c1c(-c2ccccc2)oc2ccc(OC)cc12	96	-3	-1	6	-5	-12	-3	1.7	25	95	20
CCOC(=O)N1CCN(C(=O)c2ccc3c(=O)n(Cc4ccccc4OC)c(=S)[nH]c3c2)CC1	94	-11	-22	22	-10	-13	-6	-0.3	22	94	2
C=CCn1c(-c2cc(OC)c(OC)c(OC)c2)n[nH]c1=S	103	-2	-9	5	-3	-5	1	0.1	21	100	1
CCOC(=O)c1ccc(CNS(=O)(=O)c2c(C)ccc3nsnc23)o1	99	-11	-18	14	-3	-9	0	4.1	35	102	6
O=C(Nc1c2ccccc2nc2ccccc12)C(Cl)(Cl)Cl	100	0	-5	8	4	-3	8	0.0	54	100	1
Cc1ccccc1NS(=O)(=O)c1ccc(C(=O)N2CCN(c3ccccn3)CC2)cc1	99	-2	-4	9	0	-2	-1	0.5	14	101	3
CN1C(=O)C(/C(N)=N/NC(=O)c2ccccc2)C2CC1(C)Oc1ccccc12 (stereo unspecified)	99	0	0	1	-2	-7	-3	0.6	12	100	5
CCc1ccc2c(c1)C(c1ccc([N+](=O)[O-])cc1)=NNC(c1ccc(F)cc1)=N2	97	-6	12	5	7	-7	0	0.1	53	101	1
CCC(=O)NNC(=O)CCC(=O)Nc1cccc(Cl)c1C	?	0	-4	9	0	0	-2	0.4	13	94	1
CCOC(=O)C1CCCN(C(=O)COC(=O)c2ccc(C#N)cc2)C1 (stereo unspecified)	95	0	-2	10	-3	0	-1	0.8	68	90	3
CC(C)NC(=O)c1c(O)c2ccccc2[nH]c1=O	96	-6	-11	25	-3	-6	0	0.9	22	102	25
O=C(O)c1cccc(COc2ccc(CO)cc2Cl)c1	94	0	-2	10	-4	0	-2	0.4	13	93	2
CN(C)S(=O)(=O)c1ccc2[nH]cc(/C=C/c3nc4ccccc4c(=O)n3-c3ccccc3)c2c1	101	-1	-1	34	-5	-9	-6	0.2	16	101	1

The last 2 entries of the part before open the next one.
SMILES	RGS7-Gao	Bim-Bcl-2	Bim-Bfl-1	Avidin bead fluor	Bim-Bcl-XL	Bcl-B Bim block	Bcl-W Bim block	ABCB1 inh	GSH fluor	RGS4-Gao reg	ABCG2 block
O=C(O)c1cccc(COc2ccc(CO)cc2Cl)c1	94	0	-2	10	-4	0	-2	0.4	13	93	2
CN(C)S(=O)(=O)c1ccc2[nH]cc(/C=C/c3nc4ccccc4c(=O)n3-c3ccccc3)c2c1	101	-1	-1	34	-5	-9	-6	0.2	16	101	1
Cc1ccc(C2C3=C(CC(C)(C)CC3=O)N(CCN3CCOCC3)C3=C2C(=O)CC(C)(C)C3)cc1	100	-5	-10	8	-2	-6	0	0.3	4	103	1
CC1(C)NC(=O)N(CCOc2ccc([N+](=O)[O-])cc2)C1=O	90	3	0	10	-1	0	0	0.0	12	95	-3
CCC(=O)c1ccc(N2CCN(C(=O)COc3ccccc3F)CC2)c(F)c1	100	-1	-4	11	1	0	1	1.1	14	98	4
C/C(=C\C(=O)c1cccnc1)Nc1ccc(C)c(C)c1	100	-3	-7	6	-2	-6	-4	-3.6	32	102	-6
Cc1ccsc1/C=N/n1c(COc2ccccc2)n[nH]c1=S	101	-6	-9	6	-12	-50	-7	-1.7	16	102	-8
CC(=O)c1c(C)[nH]c(C(=O)Nc2nc(-c3ccc(Cl)cc3)cs2)c1C	101	2	3	2	-3	-2	-2	-0.5	5	102	-5
Cc1ccc(CNCC2CCCO2)s1 (stereo unspecified)	98	-6	-10	8	2	-2	2	0.9	58	101	3
O=CNn1cnc2c(oc3nc(-c4ccccc4)cc(-c4ccco4)c32)c1=O	97	2	-2	23	0	3	4	-0.6	9	99	-1
Cc1ccc(-c2cn(S(=O)(=O)c3cccc([N+](=O)[O-])c3)nc2N)cc1	109	7	2	2	-1	12	-1	0.3	9	102	2
[O-]/[N+](=C\c1ccc(F)cc1)c1ccccc1	92	-4	-4	4	-3	-3	0	0.3	3	91	1
CCCC(=O)n1nc(-c2cccnc2)nc1NCc1cccs1	92	1	-1	6	-3	-3	-1	1.5	13	96	3
Clc1cccc(Nc2c3c(nc4ncnn24)CCC3)c1	102	-6	-9	6	-6	-8	-1	-3.0	27	102	-3
Cc1ccc(-n2nnnc2SCC(=O)Nc2c(C)n(C)n(-c3ccccc3)c2=O)cc1	101	-13	-19	12	-9	-10	-4	0.8	33	102	7
CC(C)Cc1nc2n[nH]c(N)c2c2c1CCCC2	101	-5	-6	4	-10	-8	3	-0.4	47	99	-1
C=C(C)CSc1nnc([C@H](CCSC)NC(=O)OC(C)(C)C)o1	104	-1	-2	5	0	-5	1	-0.2	4	105	-1
CCN1C(=O)CC(N2CCN(c3cccc(OC)c3)CC2)C1=O (stereo unspecified)	85	-2	-4	5	-2	-1	1	0.4	11	83	0
COc1ccccc1OCCNc1cc(N2CCOCC2)ccc1[N+](=O)[O-]	97	-9	-13	15	-2	-10	0	1.0	33	96	27
COc1ccc(Nc2nc(OC)nc(N3CCN(c4ccc(OC)cc4)CC3)n2)cc1	105	-14	-16	10	-7	-11	0	1.1	8	102	6
C/C(=N\OCC(=O)Nc1ccc(F)c(F)c1F)c1cc2ccccc2o1	101	-9	-10	12	-7	-19	-4	0.5	19	101	4
CCCn1c(C)cc(C(=O)Cn2nnc3ccccc3c2=O)c1C	100	-7	-5	9	-7	1	-4	1.1	26	98	3
